BL2 CD40 inh: inhibitors of CD40-induced NF-kB signaling, primary screen, BL2 cells, luciferase reporter, single point; CD40L-induced, 4 h; inhibition, % at 10 µM; 0.94% of 83,000 active;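 active = mean inhibition of at least 50% with a set share of replicates also reaching that level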;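 note: 0% = neutral control wells and 100% = IKK inhibitor VII at 50 µM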
* = called active by the depositor; & = joins results of further samples; [ ] = remark or other dose.

mol | BL2 CD40 inh
O=C(CN1CCC(C(=O)c2ccc(Cl)cc2)CC1)NC1CCCC1 | 28.9
COC(=O)C1CCN(C(=O)COC(=O)CNS(=O)(=O)c2ccc(SC)c([N+](=O)[O-])c2)CC1 | 9.1
FC(F)(F)c1cc(-c2ccco2)nc(N2CCN(Cc3ccccc3)CC2)n1 | 13.5
Cc1ccccc1-c1ccc([C@H]2[C@@H](CO)N3CCCCN(S(=O)(=O)c4ccc(F)cc4)C[C@H]23)cc1 | -7.4[25 µM]
Cc1ccc(N2CC(C(=O)OCC(=O)c3ccc[nH]3)CC2=O)cc1 (stereo not drawn) | 14.0
Cc1cc(C(=O)OCC(=O)N2CCc3ccccc32)ccc1[N+](=O)[O-] | 13.5
O=c1c2c(n3cnnc3n1-c1ccccc1)-c1ccccc1CC21CCCCC1 | -3.7
CCOc1ccc(C(=S)N2CCOCC2)cc1OCC | -2.3
CC(C)OC(=O)Nc1ccc2c(c1)N(C(=O)CCN1CCOCC1)c1ccccc1CC2 | -26.1
CC(Oc1cc(-c2ccccc2)cc2ccccc12)C(=O)N1CCOCC1 (stereo not drawn) | 4.6
O=C(NCc1ccco1)C1CCCN(S(=O)(=O)c2ccccc2)C1 (stereo not drawn) | 5.5
CCC(=O)Nc1nc2nc(C)cc(=O)n2[nH]1 | 3.8
CN(C)CC(=O)Nc1ccc2c(c1)C(=O)N(C)[C@H]1CC[C@H](CC(=O)Nc3cccc(Cl)c3)O[C@@H]1CO2 | 4.2[25 µM]
CCCC(=O)Nc1ccc2c(c1)C(=O)N(C)C[C@H](OC)[C@H](C)CN(C(=O)c1ccccn1)[C@@H](C)CO2 | -1.3[25 µM]
COCC(=O)N1CCCCN2[C@H](CO)[C@@H](c3ccc(-c4cccc(C)c4)cc3)[C@H]2C1 | 24.7[25 µM]
O=C(NCc1nc2ccccc2[nH]1)c1cccc(S(=O)(=O)N2CCCCC2)c1 | 13.3
Nn1c(SCC(=O)Nc2ccccc2Oc2ccccc2)nnc1C1CC1 | 18.9
C/C(CC(=O)Nc1ccc2c(c1)OCCO2)=N\NC(=O)c1cccc(O)c1 | -15.9
Cc1ccc2[nH]c(C(F)(F)F)cc(=O)c2c1 | 4.0
O=c1cc[nH]c2c(C(F)(F)F)cccc12 | 13.4
O=C1CCC(=O)N[C@H](c2ccc3c(c2)OCO3)C/C=C\CCN1 | -3.8[25 µM]
Cc1nc2nc[nH]n2c(=O)c1NC(=O)CCc1ccccc1 | 15.0
COc1cccc(NC(=O)N(C)C[C@H]2Oc3cc(-c4ccccc4OC)ccc3S(=O)(=O)N([C@@H](C)CO)C[C@@H]2C)c1 | -0.9[25 µM]
CC(C(=O)OCC(=O)Nc1ccccc1OC(F)F)N1C(=O)C2CC=CCC2C1=O (stereo not drawn) | -4.3
C[C@H]1CN([C@@H](C)CO)C(=O)c2c(c3ccccc3n2C)-c2ccccc2CO[C@H]1CN(C)C(=O)Nc1ccc2c(c1)OCO2 | 31.9[25 µM]
CO[C@@H](CN(C)S(=O)(=O)c1ccc(Cl)cc1)[C@H](C)CN(Cc1ccccc1Cl)[C@@H](C)CO | 33.6*
CCN(C(=O)COc1ncnc2ccc(Br)cc12)C1CCS(=O)(=O)C1 (stereo not drawn) | 8.2
Cc1ccc(S(=O)(=O)N(C)C[C@@H]2Oc3cc(-c4cccc(F)c4)ccc3S(=O)(=O)N([C@H](C)CO)C[C@@H]2C)cc1 | 17.9[25 µM]
CC(C)NC(=O)N1Cc2cc(C(=O)NC3Cc4ccccc4C3)nc(-c3cccc(-c4cccnc4)c3)c2[C@@H]1CCO | 56.8*[25 µM]
COc1ccc(NS(=O)(=O)c2ccc(NC(=O)c3ccccn3)cc2)cc1 | 10.8

Next section; the last 3 above are carried over.
mol | BL2 CD40 inh
Cc1ccc(S(=O)(=O)N(C)C[C@@H]2Oc3cc(-c4cccc(F)c4)ccc3S(=O)(=O)N([C@H](C)CO)C[C@@H]2C)cc1 | 17.9[25 µM]
CC(C)NC(=O)N1Cc2cc(C(=O)NC3Cc4ccccc4C3)nc(-c3cccc(-c4cccnc4)c3)c2[C@@H]1CCO | 56.8*[25 µM]
COc1ccc(NS(=O)(=O)c2ccc(NC(=O)c3ccccn3)cc2)cc1 | 10.8
NC(=O)c1cc[n+](CC(=O)NC(=O)Nc2ccccc2)cc1 | -25.0
COC(=O)c1sc(SC)nc1N | 1.4
N#Cc1ccc(-c2ccc(C3[C@@H]4CN(C(=O)c5ccccn5)C[C@H]3N4)cc2)cc1 (stereo partly drawn) | -3.4&10.7
C/C=C/c1ccc2c(c1)O[C@H](CN(C)C(=O)Nc1ccc(OC)cc1)[C@@H](C)CN([C@@H](C)CO)S2(=O)=O | -13.3[25 µM]
O=C1CN(CCN2CC(=O)N(Cc3ccccc3)C(=O)C2)CC(=O)N1Cc1ccccc1 | 9.7
CC(C)(C)c1nc(CN2CCCCC2)cc(CN2CCCCC2)c1O | 1.9
O=S(=O)(c1cccc2nsnc12)N1CCc2ccccc21 | 5.7
O=C(c1ccc(C(F)(F)F)cc1)N1CCN(c2ccc(N3CCOCC3)nn2)CC1 | -6.8
Cc1cc(C)c[n+](-c2[nH]c(=O)sc2/C=N/N=C(\N)[S-])c1 | 3.7
CC(C)c1cn(CC[C@@H]2CC[C@H](NS(=O)(=O)c3ccc(F)cc3)[C@H](CO)O2)nn1 | 1.0[25 µM]
Nc1nc(-c2cc3ccccc3o2)cs1 | -94.3
COc1cccc(NC(=O)CN(C)C(=O)c2ccc(S(=O)(=O)Nc3ccccc3F)cc2)c1 | -13.1
O=S(=O)(c1ccc(N2CCN(Cc3ccccc3)CC2)nc1)N1CCCC1 | 0.1
CN(C)CC(=O)N1CC2(C1)[C@H](c1ccccc1)[C@H](CO)N2C(=O)C1CC1 | 0.2[25 µM]
COC(=O)C1CCN(C(=O)COC(=O)c2ccc(=O)n(Cc3ccccc3)n2)CC1 | 1.7
CC1CCN(S(=O)(=O)c2ccc3ncn(CC(=O)N4CCN(C)CC4)c(=O)c3c2)CC1 | -6.2
COc1ccc(Cc2ccccc2C(=O)O)cc1 | 3.3
O=C(CN1C(=O)CSc2ccc(S(=O)(=O)N3CCOCC3)cc21)NCCCN1CCc2ccccc2C1 | 4.6
O=C1CCCc2cnnn2COCCN1 | -2.1[25 µM]
CN1CCN2c3ccccc3Cc3ccccc3C2C1 (stereo not drawn) | 3.4
CO[C@@H]1CN(C)C(=O)c2cc(NC(=O)C3CCOCC3)ccc2OC[C@@H](C)N(CC2CCOCC2)C[C@H]1C | 1.7
O=C(C1CCC1)N1CCN(S(=O)(=O)c2ccc(F)cc2)CC1 | 7.3
COC(=O)Nc1ccc(S(=O)(=O)Nc2ncccn2)cc1 | 8.1
Brc1ccc(-c2nnc3sc(CN4CCC5(CC4)OCCO5)cn23)cc1 | 17.3
COc1cccc(NC(=O)N2C[C@@H](O)COC[C@H]3O[C@@H](CC(=O)N(C)C)CC[C@@H]32)c1 | -4.1[25 µM]
C[C@@H]1CN([C@H](C)CO)C(=O)c2ccccc2-c2ccccc2CO[C@@H]1CN(C)C(=O)N[C@H](C)c1ccccc1 | -12.8[25 µM]
COc1cccc(-c2cc(-c3cccnc3)nc(N)c2C#N)c1 | 10.3
CC(C)(C)c1ccc(CCC(CC(=O)O)CC(=O)O)cc1 | -3.1
CC(C)C#Cc1ccc([C@@H]2[C@@H](CO)N3C(=O)CN(S(=O)(=O)c4ccccc4)C[C@H]23)cc1 | 8.1[25 µM]
COc1ccccc1C(=O)NC(=O)CSc1nc2nc(C)cc(C)n2n1 | -2.1

16 of the compounds above, with values ahead of the structure.
BL2 CD40 inh	Structure
0.1	O=S(=O)(c1ccc(N2CCN(Cc3ccccc3)CC2)nc1)N1CCCC1
0.2[25 µM]	CN(C)CC(=O)N1CC2(C1)[C@H](c1ccccc1)[C@H](CO)N2C(=O)C1CC1
1.7	COC(=O)C1CCN(C(=O)COC(=O)c2ccc(=O)n(Cc3ccccc3)n2)CC1
-6.2	CC1CCN(S(=O)(=O)c2ccc3ncn(CC(=O)N4CCN(C)CC4)c(=O)c3c2)CC1
3.3	COc1ccc(Cc2ccccc2C(=O)O)cc1
4.6	O=C(CN1C(=O)CSc2ccc(S(=O)(=O)N3CCOCC3)cc21)NCCCN1CCc2ccccc2C1
-2.1[25 µM]	O=C1CCCc2cnnn2COCCN1
3.4	CN1CCN2c3ccccc3Cc3ccccc3C2C1 (stereo not drawn)
1.7	CO[C@@H]1CN(C)C(=O)c2cc(NC(=O)C3CCOCC3)ccc2OC[C@@H](C)N(CC2CCOCC2)C[C@H]1C
7.3	O=C(C1CCC1)N1CCN(S(=O)(=O)c2ccc(F)cc2)CC1
8.1	COC(=O)Nc1ccc(S(=O)(=O)Nc2ncccn2)cc1
17.3	Brc1ccc(-c2nnc3sc(CN4CCC5(CC4)OCCO5)cn23)cc1
-4.1[25 µM]	COc1cccc(NC(=O)N2C[C@@H](O)COC[C@H]3O[C@@H](CC(=O)N(C)C)CC[C@@H]32)c1
-12.8[25 µM]	C[C@@H]1CN([C@H](C)CO)C(=O)c2ccccc2-c2ccccc2CO[C@@H]1CN(C)C(=O)N[C@H](C)c1ccccc1
10.3	COc1cccc(-c2cc(-c3cccnc3)nc(N)c2C#N)c1
-3.1	CC(C)(C)c1ccc(CCC(CC(=O)O)CC(=O)O)cc1

(cont.)
mol | BL2 CD40 inh
COc1ccc(Nc2nc(N3CCN(C)CC3)nc3ccccc23)c(OC)c1 | -3.8
Cc1nc2ccc(NC(=O)Nc3ccnc4cccnc34)cc2o1 | -3.1[25 µM]
O=C(CCCOc1ccccc1)Nc1ccc(S(=O)(=O)Nc2ccccn2)cc1 | 6.9
COc1ccc(-n2cc(CN[C@H]3CCCCNC3=O)c(-c3cccc(F)c3)n2)cc1 | -9.8
Cc1ccc(S(=O)(=O)N(C)C[C@H]2Oc3cc(C#CC4CCCC4)ccc3S(=O)(=O)N([C@H](C)CO)C[C@H]2C)cc1 | 5.8[25 µM]
Cc1cc(C)nc(NC(=O)C(C)C)n1 | 7.5
Cc1ccc(N2C(=O)SC(N(CC(=O)O)c3ccc(C)cc3)C2=O)cc1 (stereo not drawn) | -3.8
CCC(CO)n1c(=S)[nH]c2cc(OC)c(OC)cc2c1=O (stereo not drawn) | 6.6
CCOc1ccccc1NC(=S)N1CCC(NC(=O)C(C)(C)C)CC1 | 11.7
O=C1CC2(CCCC2)CC(=O)N1CCCCN1CCN(c2ncccn2)CC1 | 9.7
Cc1ccc(C(=O)NCC(c2ccco2)N2CCCCC2)s1 (stereo not drawn) | 0.2

Assay outcomes deposited in PubChem by Broad Institute.

This is a subset. The share of hits here may be higher or lower than overall.
